Bioassay records as filed in PubChem.
PfHsp90 yeast 2 = growth inhibition of PfHsp90-expressing yeast, primary screen, antimalarial PfHsp90 inhibitor project, S. cerevisiae, BacTiter-Glo luminescence, single point, set 2. 0.32% of 310,000 active. inhibition, % at 9.4 µM. BacTiter-Glo ATP, 48 h; yeast lacking PDR1 and PDR3 efflux regulators;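 active = every replicate shows inhibition above about 80%, whatever the replicate mean, limit read from the data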;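 note: 0% = DMSO neutral controls and 100% = 20 µM radicicol positive controls; yeast relying on Plasmodium falciparum Hsp90 in place of its own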
SR-BI DiI inh = inhibitors of SR-BI mediated HDL lipid uptake, primary screen, ldlA[mSR-BI] cells, fluorescence, single point | Scavenger receptor class B member 1 (Mus musculus), Q61009 | ldlA[mSR-BI] CHO cells, DiI-HDL uptake fluorescence, 3 h | inhibition, % at 12.5 µM | 0.96% of 320,000 active;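 active = mean replicate inhibition of at least 70% and a set share of replicates each scoring 70 or more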;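 note: 0% = median of neutral control wells and 100% = median of positive control wells; values of inactives mirror those of a sister screen read the other way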
PvdQ inh = P. aeruginosa PvdQ acylase inhibitors, primary screen, biochemical, fluorescence, plate reader and imaging, single point | PvdQ acylase [Pseudomonas aeruginosa LESB58] | purified PvdQ acylase | inhibition, % at 10 µM | 0.063% of 340,000 active; in the data active = inhibition above about 30%, passing the limit was not always enough;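 note: 0% = vehicle neutral wells and 100% = reference inhibitor wells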
MITF TRPM1 HTS = activators of MITF-driven TRPM1 promoter reporter, primary screen, cell-based, SK-MEL-5, luciferase, single point; activation, % at 12.5 µM; SK-MEL-5 TRPM1-promoter luciferase, 24 h; % of positive control, neutral wells = 0; AID 588334, 2011; 0.75% of 300,000 active;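 active = mean activation of at least 80% with every replicate also reaching 80%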;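 note: 0% = neutral control wells and 100% = parthenolide positive control wells; values of inactives mirror those of a sister screen read the other way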
CAL PDZ FP-1 = CAL PDZ peptide-binding inhibitors, primary screen, biochemical, fluorescence polarization, Cer-tagged CAL PDZ, HTS; Golgi-associated PDZ and coiled-coil motif-containing protein (Homo sapiens), Q9HD26; purified CAL PDZ, TMR-peptide fluorescence polarization, 1 h; inhibition, % at 20 µM; 0.02% of 330,000 active; AID 504414, 2011;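 active = highest replicate inhibition of at least 40%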;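 note: plate controls were DMSO neutral control wells for no effect and unlabeled competitor peptide control wells for full effect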
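Control set: unlabelled peptide and DMSO controls / Material: purified CerCALP PDZ construct / Timing: 1 h incubation at room temperature before polarization reading / Doses: 20 µM, one dose / Detection: fluorescence polarization (mP)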
Rtt109 HAT inh = inhibitors of C. albicans Rtt109/Vps75 HAT, primary screen, biochemical, ThioGlo CoA-SH fluorescence, plate reader | Histone acetyltransferase RTT109 (Candida albicans (strain SC5314 / ATCC MYA-2876)), … | purified Rtt109/Vps75, 4 h | inhibition, % at 34.9 µM | 0.16% of 330,000 active;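 active = inhibition of at least 50% in every replicate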
Target sequence (Q5AAJ8 whole entry, looked up): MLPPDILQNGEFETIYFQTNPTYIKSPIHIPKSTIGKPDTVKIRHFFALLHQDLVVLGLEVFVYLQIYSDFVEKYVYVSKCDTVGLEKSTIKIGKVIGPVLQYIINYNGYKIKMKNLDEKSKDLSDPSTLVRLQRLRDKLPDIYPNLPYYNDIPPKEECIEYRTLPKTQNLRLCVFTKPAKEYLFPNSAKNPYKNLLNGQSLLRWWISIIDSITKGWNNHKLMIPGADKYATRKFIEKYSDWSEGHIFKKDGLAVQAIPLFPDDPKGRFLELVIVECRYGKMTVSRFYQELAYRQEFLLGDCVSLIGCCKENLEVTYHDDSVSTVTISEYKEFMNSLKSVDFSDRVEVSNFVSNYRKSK
dFosB act = activators of delta FosB homodimer, primary screen, biochemical, fluorescence polarization, TAMRA-CDK5 oligo, single point; Protein FosB (Mus musculus), P13346; purified delta FosB; percent of positive-control signal above neutral wells; activation, % at 25 µM; 0.99% of 340,000 active; AID 493131, 2011;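 active = mean activation above about 17%, with every replicate also reaching it, limit read from the data, passing the limit was not always enough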;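 note: fluorescence polarization rise as delta FosB binds a TAMRA Cdk5 AP-1 oligo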
Target sequence (P13346 whole entry, looked up): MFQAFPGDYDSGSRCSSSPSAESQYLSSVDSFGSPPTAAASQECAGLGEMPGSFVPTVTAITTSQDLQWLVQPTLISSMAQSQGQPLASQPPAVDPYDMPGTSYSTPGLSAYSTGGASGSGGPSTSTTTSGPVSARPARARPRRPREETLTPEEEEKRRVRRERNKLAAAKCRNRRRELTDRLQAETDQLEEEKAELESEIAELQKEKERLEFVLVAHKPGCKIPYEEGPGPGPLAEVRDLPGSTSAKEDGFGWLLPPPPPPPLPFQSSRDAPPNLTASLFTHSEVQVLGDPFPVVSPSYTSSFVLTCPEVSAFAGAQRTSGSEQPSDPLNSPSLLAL
SR-BI DiI-HDL act = activators of SR-BI mediated DiI-HDL uptake, primary screen, ldlA[mSR-BI] CHO cells, DiI fluorescence; 0.096% of 320,000 active; activation, % at 12.5 µM; 3 h; 100 = double the neutral-control signal;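 active = mean replicate activation of at least 60% and every replicate at or above 60%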;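 note: 0% = median plate neutral-control signal and 100% = twice that signal; values of inactives mirror those of a sister screen read the other way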
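Test system: SR-BI-overexpressing, LDLR-lacking CHO cells; Medium: Ham's F12 with 0.5% BSA, HEPES 25 mM, pH 7.4; Schedule: 3 h, 37 °C; Technique: bottom-read fluorescence, 550/595 nm.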
NSD2 HMT inh = NSD2 histone methyltransferase inhibitors, primary screen, biochemical, AlphaScreen, single concentration, set 2. NSD2 peptide methylation, 120 min. 0.54% of 310,000 active. AID 743445, 2014. inhibition, % at 12.5 µM; in the data active = inhibition above about 50%
CAL PDZ FP-2 = untagged CAL PDZ binding inhibitors, primary screen, biochemical, fluorescence polarization, HTS; Golgi-associated PDZ and coiled-coil motif-containing protein (Homo sapiens), Q9HD26; purified CAL PDZ, TMR-peptide fluorescence polarization, 1 h; inhibition, % at 24.9 µM; 0.92% of 300,000 active; AID 602252, 2012;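 active = mean inhibition of at least 30% with at least half of replicates also reaching 30%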;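 note: 0% = DMSO neutral control and 100% = excess unlabeled competitor peptide PRC23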
Starred values were filed as active, the others as inactive; / = not tested or not shown.

SMILES	PfHsp90 yeast 2	SR-BI DiI inh	PvdQ inh	MITF TRPM1 HTS	CAL PDZ FP-1	Rtt109 HAT inh	dFosB act	SR-BI DiI-HDL act	NSD2 HMT inh	CAL PDZ FP-2
Cc1ccc(CNC(=O)C2CCC(=O)N(Cc3ccc(Cl)cc3)C2)cc1F (stereo unspecified)	3	-5	-8	-15	-1.1	-3	-1	5	-1	-6
Cc1cccc(C(=O)OCC(=O)N2CCCC2=O)c1[N+](=O)[O-]	/	4	-14	1	-3.2	3	0	-4	-1	-2
COc1ccc(CN2CC(C(=O)NCCC(C)C)CC2=O)cc1 (stereo unspecified)	2	-15	-8	4	-1.1	-4	2	15	-1	-3
Cc1ccnc(NC(=O)CCC(=O)c2cccs2)c1	46	-1	4	-38	-2.6	2	-6	1	3	-3
CCOC(=O)c1sc(NC(=O)C(CC)Sc2nccn2C)nc1C (stereo unspecified)	4	10	9	-4	0.0	9	1	-10	-1	-5
CCc1c(C(=O)NN2C(=O)C3CCCCC3C2=O)csc1C (stereo unspecified)	7	0	-10	18	-1.6	-9	-4	0	-3	-1
COc1ccc(NCC(O)Cn2c(C)c(C)c3ccccc32)cc1 (stereo unspecified)	0	32	-7	-7	-1.8	3	-4	-32	12	-2
O=C(Cc1cccc2ccccc12)N1CCCc2ccccc21	-31	4	-14	/	-2.1	14	-15	-4	3	1
COc1cccc(N2C(=O)CN(Cc3cc(OC)c(OC)c(OC)c3)C2=S)c1	2	-4	-18	-2	-2.3	0	-3	4	3	1
O=C(/C=C/c1ccc(Cl)cc1Cl)N1CCc2ccccc21	-7	23	-1	65	-2.3	1	-7	-23	-2	-5
O=C(Cc1ccsc1)NNC(=O)c1ccccc1O	17	25	7	-2	0.8	-1	-2	-25	0	/
O=C(c1ccc(Cl)cc1)N1CCc2c([nH]c3ccccc23)C1C(F)(F)F (stereo unspecified)	10	50	-10	/	-0.6	3	-5	-50	/	/
COc1ccccc1NS(=O)(=O)c1cc(NC(=O)c2cccs2)ccc1N1CCCC1	-5	7	-15	19	-2.2	12	-7	-7	-1	-2
Nc1cc(C(=O)O)ccc1N1CCCCC1	-11	-4	-7	-4	-0.1	14	-3	4	45	-5
Cc1nc2nc(C)c(CCC(=O)NC(C)c3ccc4c(c3)OCCO4)c(C)n2n1 (stereo unspecified)	-25	7	-4	/	-0.8	8	0	-7	16	/
Nc1cc(N)nc(SCC(=O)NCC2CCCO2)n1 (stereo unspecified)	/	-12	-10	-3	-0.5	12	2	12	1	-2
CCCC(OC(=O)CC1Sc2ccccc2NC1=O)C(=O)NCc1ccco1 (stereo unspecified)	-48	10	-7	12	-0.9	6	-5	-10	7	-2
CC1=CCC2C(=O)N(c3nc4ccccc4n3C)C(=O)C2C1 (stereo unspecified)	-11	/	-18	/	-2.0	-7	1	/	5	-2
CSc1ncccc1C(=O)OCC(=O)NC1CCS(=O)(=O)C1 (stereo unspecified)	-7	-5	2	3	-0.2	15	5	5	-5	-5
N=c1c(-c2nc3ccccc3[nH]2)cc(C(=O)c2ccco2)nn1-c1ccccc1	-12	73*	-10	-13	0.1	10	9	-73	0	0
Nc1ccc(N2CCN(c3cccc(Cl)c3)CC2)cc1	-6	24	-15	-9	-0.6	1	6	-24	7	-11
CC(C)N1CCN(Cc2cccn2-c2cccnc2)CC1CCO (stereo unspecified)	-5	7	5	-3	-2.0	4	2	-7	2	5
CCOc1ccc(NC(=S)N2CCc3cc(OC)c(OC)cc3C2COc2ccc3c(C)cc(=O)oc3c2)cc1 (stereo unspecified)	-8	19	7	8	-1.9	9	50*	-19	-4	-1
c1ccc(-n2ncc3c(NCc4ccc5c(c4)OCO5)ncnc32)cc1	2	-11	2	20	-5.1	2	4	11	13	/
COP(=O)(OC)c1nc(-c2cccc3ccccc23)oc1N1CCOCC1	13	15	3	-2	0.7	-93	-4	-15	-6	0

Next section
SMILES	PfHsp90 yeast 2	SR-BI DiI inh	PvdQ inh	MITF TRPM1 HTS	CAL PDZ FP-1	Rtt109 HAT inh	dFosB act	SR-BI DiI-HDL act	NSD2 HMT inh	CAL PDZ FP-2
CC(NS(=O)(=O)/C=C/c1ccccc1)C(=O)NCCc1ccc(S(N)(=O)=O)cc1 (stereo unspecified)	9	2	-3	4	-0.3	-9	1	-2	0	/
COc1cc(CNC2CCCc3ccccc32)cc(OC)c1OC (stereo unspecified)	9	-17	1	-17	-2.7	-6	4	17	-2	2
CCOc1ccc(NC(=O)CCN2CCN(c3ccccc3OC)CC2)cc1	9	25	-4	-7	1.2	-2	0	-25	-1	-1
COc1cccc(C(=O)N/N=c2\sc3ccccc3n2C)c1	-1	-53	-12	5	0.1	-1	-8	53	0	-5
Cc1nnc(SCc2cc(=O)[nH]c(Nc3nc(C)c4cc(C)c(C)cc4n3)n2)s1	-25	6	-15	9	-1.6	-2	5	-6	-4	3
COCCCNC(=O)CC1C[C@H](C(=O)N(C(C)C)C(C)C)[C@@]2(C)c3[nH]c4ccc(OC)cc4c3CCN2C1=O (stereo partly specified)	18	8	-7	-5	-1.6	4	-3	-8	/	1
Cc1ccc2c(c1)N(CC(=O)NCC1CCCO1)C(=O)CO2 (stereo unspecified)	15	-7	-6	0	-1.6	-6	-9	7	12	-5
CN(C)/N=C/c1ccc(/C=N/NC(N)=S)o1	21	39	-16	9	-0.6	4	-1	-39	2	4
CCc1cc2cc(C)cc(C)c2nc1SCC(=O)NNC(=O)c1ccco1	-25	-15	-9	7	-0.6	-2	0	15	1	-3
Cc1ccc(C(NC(=O)CN2C(=O)NC3(CCCC3)C2=O)c2ccccc2)cc1 (stereo unspecified)	-17	-8	-2	2	-1.7	1	-6	8	0	/
CCN(Cc1ccncc1)C(=S)Nc1ccc(Cl)cc1	12	-12	-18	5	-0.8	2	-10	12	-3	0
C/C(=N\OCc1ccc(C#N)cc1)c1ccc(S(=O)(=O)N(C)C)cc1	-4	8	-13	96*	-0.7	-1	-3	-8	-2	1
CC1(C)OC(=O)C(=CNNc2c(Cl)cc(Cl)cc2Cl)C(=O)O1	12	16	-20	17	-0.5	-3	-5	-16	-2	-2
Cc1cc(C)cc(C(=O)NCC(=O)OC(C)C(=O)N(C)c2ccccc2)c1 (stereo unspecified)	12	16	-11	-17	-1.4	-3	-6	-16	-1	-3
COc1nccnc1NS(=O)(=O)c1ccc(NC(=S)NC(=O)c2ccccc2)cc1	-10	-10	-7	-14	-0.8	-2	-1	10	1	-5
CC(=O)Nc1sc2c(c1C(c1ccccn1)N1CCN(C)CC1)CCCC2 (stereo unspecified)	-4	-31	-7	7	/	-2	3	31	2	1
Cc1ccc(-c2cc(-c3ccc(F)cc3)c(C#N)c(N)n2)o1	120*	34	-4	5	-2.2	/	-7	-34	9	1
COc1ccc(CC(=O)N(C)Cc2ccc(OC(F)F)cc2)cc1S(=O)(=O)N1CCOCC1	1	-7	6	0	1.1	-5	-8	7	-3	-1
CCOC(=O)Cc1ccc(NC(=O)c2ccc([N+](=O)[O-])cc2)cc1	-21	22	-8	2	-0.1	-7	-7	-22	0	/
C(=N\n1cnnc1)/c1ccc(OC2CSC2)cc1	19	/	3	5	0.3	7	3	/	-3	-3
Cc1nn(CC(=O)Nc2nccs2)c(C)c1[N+](=O)[O-]	-1	/	-2	7	0.6	-4	10	/	/	4
CCC(CC)CN1C(N(C)C)=NC[C@@H]1CC(C)C	0	-8	5	-7	-0.6	9	-7	8	/	-1
Cc1ccc(N2C(=O)C3C4C=CC(CC4)C3C2=O)cc1Cl (stereo unspecified)	13	2	-11	7	2.3	-2	3	-2	-4	-3
COC(=O)N/N=C/c1c[nH]c2ccccc12	-22	-13	-12	-14	-1.0	-5	-3	13	-1	-6

An excerpt of these results, with bars between the fields.
SMILES | PfHsp90 yeast 2 | SR-BI DiI inh | PvdQ inh | MITF TRPM1 HTS | CAL PDZ FP-1 | Rtt109 HAT inh | dFosB act | SR-BI DiI-HDL act | NSD2 HMT inh | CAL PDZ FP-2
COCCCNC(=O)CC1C[C@H](C(=O)N(C(C)C)C(C)C)[C@@]2(C)c3[nH]c4ccc(OC)cc4c3CCN2C1=O (stereo partly specified) | 18 | 8 | -7 | -5 | -1.6 | 4 | -3 | -8 | / | 1
Cc1ccc2c(c1)N(CC(=O)NCC1CCCO1)C(=O)CO2 (stereo unspecified) | 15 | -7 | -6 | 0 | -1.6 | -6 | -9 | 7 | 12 | -5
CN(C)/N=C/c1ccc(/C=N/NC(N)=S)o1 | 21 | 39 | -16 | 9 | -0.6 | 4 | -1 | -39 | 2 | 4
CCc1cc2cc(C)cc(C)c2nc1SCC(=O)NNC(=O)c1ccco1 | -25 | -15 | -9 | 7 | -0.6 | -2 | 0 | 15 | 1 | -3
Cc1ccc(C(NC(=O)CN2C(=O)NC3(CCCC3)C2=O)c2ccccc2)cc1 (stereo unspecified) | -17 | -8 | -2 | 2 | -1.7 | 1 | -6 | 8 | 0 | /
CCN(Cc1ccncc1)C(=S)Nc1ccc(Cl)cc1 | 12 | -12 | -18 | 5 | -0.8 | 2 | -10 | 12 | -3 | 0
C/C(=N\OCc1ccc(C#N)cc1)c1ccc(S(=O)(=O)N(C)C)cc1 | -4 | 8 | -13 | 96* | -0.7 | -1 | -3 | -8 | -2 | 1
CC1(C)OC(=O)C(=CNNc2c(Cl)cc(Cl)cc2Cl)C(=O)O1 | 12 | 16 | -20 | 17 | -0.5 | -3 | -5 | -16 | -2 | -2
Cc1cc(C)cc(C(=O)NCC(=O)OC(C)C(=O)N(C)c2ccccc2)c1 (stereo unspecified) | 12 | 16 | -11 | -17 | -1.4 | -3 | -6 | -16 | -1 | -3
COc1nccnc1NS(=O)(=O)c1ccc(NC(=S)NC(=O)c2ccccc2)cc1 | -10 | -10 | -7 | -14 | -0.8 | -2 | -1 | 10 | 1 | -5
CC(=O)Nc1sc2c(c1C(c1ccccn1)N1CCN(C)CC1)CCCC2 (stereo unspecified) | -4 | -31 | -7 | 7 | / | -2 | 3 | 31 | 2 | 1
